UHRF1 MBD2 ctr – UHRF1 methylated DNA binding inhibitors, primary screen, counter-screen for MBD2 inhibitor project, biochemical, TR-FRET, human UHRF1, single concentration; E3 ubiquitin-protein ligase UHRF1 (Homo sapiens), Q96T88; UHRF1 binding to methylated oligo; inhibition, % at 4.4 µM; AID 687016, 2013; hit rate 0.75% among 370,000; in the data active = inhibition above about 21%;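 also: UHRF1 SRA domain binding a hemimethylated CpG hairpin DNA probe; 0% = median of test compound wells and 100% = reference inhibitor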
ARFGAP1 inhibitor – inhibitors of rat ARFGAP1 GAP activity, primary screen, biochemical, fluorescence polarization, GDP tracer; ADP-ribosylation factor GTPase-activating protein 1 (Rattus norvegicus), Q62848; Arfgap1-stimulated ARF1 GTP hydrolysis, GDP FP detection; inhibition, % at 16.5 µM; hit rate 0.26% among 360,000; AID 651572, 2012;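 active = inhibition above a per-plate limit, mean inhibition of low control wells plus 3 SD, cut at about 25% in these data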;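 also: 0% = DMSO wells with enzyme and 100% = wells lacking Arfgap1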
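System: truncated rat Arfgap1 GAP domain / Benchmarks: high control wells lacking Arfgap1, low control full reaction with DMSO / Times: compound-enzyme preincubation 20 min, reaction 120 min, detection 60 min, 25 °C / Repeats: one replicate per compound / Also added: human ARF1(Δ1-17)-GTP substrate / Measured by: Tracer-displacement fluorescence polarization with EDTA stop, 620/688 nm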
KLK7 zymogen act – proKLK7 zymogen activators, primary screen, biochemical, fluorescence intensity | Kallikrein-7 (Homo sapiens), P49862 | purified proKLK7, EDANS-DABCYL substrate fluorescence; 100% is mature enzyme control, 0% vehicle | activation, % at 7 µM | hit rate 0.9% among 370,000;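 active = activation above the mean of all tested compounds plus 3 SD, computed per campaign excluding outliers beyond control limits, cut at about 13% in these data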
Target sequence (P49862 whole entry, looked up): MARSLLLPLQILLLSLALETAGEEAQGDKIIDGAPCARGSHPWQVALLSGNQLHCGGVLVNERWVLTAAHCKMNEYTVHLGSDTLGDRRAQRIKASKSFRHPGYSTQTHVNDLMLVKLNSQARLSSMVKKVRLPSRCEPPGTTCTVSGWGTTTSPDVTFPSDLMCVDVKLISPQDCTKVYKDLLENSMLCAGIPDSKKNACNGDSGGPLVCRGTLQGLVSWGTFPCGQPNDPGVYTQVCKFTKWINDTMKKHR
ASAP1 inh – inhibitors of human ASAP1 ArfGAP activity, primary screen, biochemical, fluorescence polarization; Arf-GAP with SH3 domain, ANK repeat and PH domain-containing protein 1 (Homo sapiens), …; ASAP1-stimulated ARF1 GTP hydrolysis, GDP FP detection; inhibition, % at 16.5 µM; hit rate 0.19% among 360,000; AID 624377, 2012; in the data active = inhibition above about 25%;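 also: 0% = vehicle with enzyme and substrate and 100% = no enzyme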
Target sequence (Q9ULH1 325-724 limits assumed): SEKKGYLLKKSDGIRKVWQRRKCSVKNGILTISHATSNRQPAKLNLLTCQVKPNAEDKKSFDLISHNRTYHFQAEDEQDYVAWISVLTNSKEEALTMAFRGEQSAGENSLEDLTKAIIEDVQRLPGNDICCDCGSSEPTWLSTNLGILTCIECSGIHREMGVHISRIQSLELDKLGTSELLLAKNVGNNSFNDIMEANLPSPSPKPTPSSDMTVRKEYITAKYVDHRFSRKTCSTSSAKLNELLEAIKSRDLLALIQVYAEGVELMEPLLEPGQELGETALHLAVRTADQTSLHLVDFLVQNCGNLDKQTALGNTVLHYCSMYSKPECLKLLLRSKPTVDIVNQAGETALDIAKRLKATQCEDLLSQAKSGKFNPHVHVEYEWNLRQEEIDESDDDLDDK
ADAM17 inh – ADAM17 inhibitors, primary screen, biochemical, QFRET; Disintegrin and metalloproteinase domain-containing protein 17 (Homo sapiens), P78536; recombinant ADAM17, EDANS/DABCYL FRET peptide cleavage; inhibition, % at 6.95 µM; hit rate 0.83% among 370,000;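 active = inhibition above the mean of compounds lying between control limits plus 3 SD, set per campaign, cut at about 8.5% in these data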;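 also: 0% = DMSO-only wells as the low control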
DDE Tn6 FP inh – inhibitors of Tn6 peptide binding to fibrin DD(E), primary screen, biochemical, fluorescence polarization, human fibrin, Tn6 probe; Fibrinogen beta chain (Homo sapiens), P02675; Fibrin DD(E) TRITC-Tn6 fluorescence polarization displacement; inhibition, % at 8.3 µM; hit rate 0.21% among 370,000; AID 720509, 2013;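 active = inhibition above a per-campaign cutoff: mean of compounds within control limits plus 3 SD, cut at about 15% in these data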;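 also: 0% = median of all compound wells on the plate and 100% = blocking peptide control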
DDE Tn7 FP inh – inhibitors of Tn7 peptide binding to fibrin DD(E), primary screen, biochemical, fluorescence polarization, human fibrin, Tn7 probe; FP displacement of FITC-Tn7 peptide from fibrin DD(E); 0% = median of compound wells per plate; Fibrinogen beta chain (Homo sapiens), P02675; hit rate 0.13% among 370,000; inhibition, % at 8.3 µM;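 active = inhibition above the mean of compounds falling within the control limits plus 3 SD of them, cut at about 14% in these data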;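 also: 0% = plate median of compound wells and 100% = 10 µM Aha-Tn7 peptide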
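assay system = human clot-derived fibrin DD(E) complex | quantity = Fibrin-DD(E) at 2 µM final | timing = 10 min preincubation, 3 h with tracer, room temperature | signal = fluorescence polarization | measure = percent inhibition | benchmarks = high control wells with 10 µM unlabelled Aha-Tn7 peptide (full inhibition) | replicates = singlicate testing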
MBD2 DNA inh – inhibitors of MBD2 binding to methylated DNA, primary screen, biochemical, TR-FRET, DNA-binding domain, human; hit rate 0.31% among 370,000; Methyl-CpG-binding domain protein 2 (Homo sapiens), Q9UBB5; inhibition, % at 4.4 µM; MBD2 binding to methylated oligonucleotide; in the data active = inhibition above about 13%
Target sequence (Q9UBB5 whole entry, looked up, the tested form may be a part): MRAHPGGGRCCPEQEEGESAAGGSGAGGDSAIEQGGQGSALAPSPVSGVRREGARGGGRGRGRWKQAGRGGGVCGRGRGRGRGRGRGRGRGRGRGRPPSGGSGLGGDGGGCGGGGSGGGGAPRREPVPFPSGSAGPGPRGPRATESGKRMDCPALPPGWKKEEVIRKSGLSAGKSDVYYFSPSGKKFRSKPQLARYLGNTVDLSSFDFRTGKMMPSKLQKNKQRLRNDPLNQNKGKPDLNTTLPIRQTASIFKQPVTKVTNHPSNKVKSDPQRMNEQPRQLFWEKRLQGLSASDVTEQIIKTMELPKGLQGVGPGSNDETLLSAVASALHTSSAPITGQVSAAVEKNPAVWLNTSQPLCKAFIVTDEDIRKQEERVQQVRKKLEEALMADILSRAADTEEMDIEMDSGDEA
PLC-gamma1 inh – PLC-gamma1 enzyme inhibitors, primary screen, biochemical, fluorescence, purified enzyme | 1-phosphatidylinositol 4,5-bisphosphate phosphodiesterase gamma-1 (Homo sapiens), P19174 | fluorogenic substrate | inhibition, % at 12.2 µM | hit rate 0.84% among 370,000 | AID 720700, 2013; in the data active = inhibition above about 9.5%
PLC-beta3 inh – human PLC-beta3 inhibitors, primary screen, biochemical, fluorescence | AID 720704, 2013 | Purified PLC-beta3, fluorogenic substrate | hit rate 0.18% among 370,000 | inhibition, % at 12.2 µM; in the data active = inhibition above about 11%;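 also: 0% = median of compound wells on plate and 100% = full blocker control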
* marks the source's active call; other numbers are inactive results; i = inactive; nt = not tested or not shown. An unsorted share of the library. Share with any hit: about 4.1%.

SMILES | UHRF1 MBD2 ctr | ARFGAP1 inhibitor | KLK7 zymogen act | ASAP1 inh | ADAM17 inh | DDE Tn6 FP inh | DDE Tn7 FP inh | MBD2 DNA inh | PLC-gamma1 inh | PLC-beta3 inh
CCOC(=O)c1cnc2c(C)c(Cl)ccc2c1N1CCN(CC)CC1 | 2 | 6 | 0.6 | -3 | -3 | 5 | 0 | 2 | -2 | -10
Nc1c(-c2ccccc2)nnn1Cc1ccccc1 | 1 | 9 | -0.1 | -8 | -5 | -2 | -1 | 4 | 4 | -3
COc1cccc(C(=O)O/N=C(\C)c2cnccn2)c1 | 1 | 10 | 0.6 | 10 | -3 | -6 | -8 | 1 | 1 | 1
COc1ccc(OCCNc2c([N+](=O)[O-])c(=O)oc3ccccc23)cc1 | 0 | 11 | 0.4 | -15 | 1 | -2 | -8 | 1 | 3 | 3
Cc1ccc(NC(=O)CN(C)C(=O)CSc2nnnn2C)cc1 | 0 | 10 | 0.0 | -3 | -2 | -3 | -5 | 1 | 3 | -2
COc1cc(C2c3cc4c(cc3OC(NNC(N)=S)C2C)OCO4)cc(OC)c1OC (stereo unspecified) | 13 | 4 | -0.8 | -3 | 2 | 8 | -7 | -4 | -5 | -11
NS(=O)(=O)c1cnccc1Nc1cccc(F)c1 | 3 | -1 | 0.2 | -8 | -5 | 1 | 5 | 2 | 3 | -3
COc1ccc(N2C(=O)c3ccccc3NC2(C)C)cc1 | 1 | 1 | 5.3 | 0 | -16 | -2 | 6 | 4 | -12 | -19
CSc1ccc(S(=O)(=O)N2CCC(C(=O)NCCN3CCOCC3)CC2)cc1 | -3 | -3 | -0.4 | 4 | -4 | -3 | 6 | 2 | -2 | -3
N#Cc1ccc(NC(=O)COC(=O)C2CCC2)cc1 | 0 | -8 | -1.3 | 0 | -3 | 4 | 5 | 0 | -3 | 1
O=C(Nc1ccc2c(c1)OCCO2)C(c1ccccc1)n1c(=O)c(-c2cc3ccccc3[nH]2)nc2ccccc21 (stereo unspecified) | 0 | 7 | -84 | -1 | -90 | -1 | 1 | 6 | i | i
CC1(C)CC(C(CC(=O)N2CCCC2)Cc2ccccc2)CCO1 (stereo unspecified) | 2 | 4 | 0.2 | -3 | -2 | 2 | -3 | 0 | 1 | -4
CCc1ccc(-c2nc(CN3CCC(C(=O)NCCc4ccc(OC)c(OC)c4)CC3)c(C)o2)cc1 | 5 | -1 | -0.3 | 5 | -6 | -4 | 6 | 1 | -2 | -4
O=C(CCN1CCN(c2ccccc2)CC1)Nc1nccs1 | 2 | -4 | -0.6 | 0 | -3 | 8 | 9 | 5 | -1 | -1
Cc1ccc(N2CC(C(=O)OCC(=O)c3ccc(F)cc3)CC2=O)cc1 (stereo unspecified) | 1 | 12 | -0.6 | -5 | 3 | -3 | 4 | 4 | 9 | 5
Cc1ccc(Cl)cc1NC(=O)COC(=O)CSc1ccccc1 | 6 | 2 | 0.8 | 6 | -1 | 5 | 5 | -2 | -3 | 1
O=C(O)c1ccc(N2CCN(Cc3ccc4c(c3)OCO4)CC2)c([N+](=O)[O-])c1 | 1 | -1 | -0.4 | 4 | -2 | -2 | -1 | 1 | -2 | -4
COc1ccc(CN2CCC(CNC(=O)Nc3ccc(C)c(F)c3)CC2)cc1 | -3 | nt | 0.1 | nt | 1 | -5 | 5 | 3 | 1 | 2
CCC(C)NC(=O)CCCCCn1c(=O)[nH]c2cc(OC)c(OC)cc2c1=O (stereo unspecified) | 1 | -3 | -0.3 | 0 | -8 | -3 | -4 | -1 | 0 | 0
CCOc1cc(C(c2c(C)[nH][nH]c2=O)c2c(C)[nH][nH]c2=O)cc([N+](=O)[O-])c1O | -11 | 6 | -0.3 | 7 | 0 | -1 | 12 | -9 | 7 | -4
COc1ccc(CCNC(=O)C(=O)NCC2CCCN2S(=O)(=O)c2ccccc2)cc1OC (stereo unspecified) | 3 | -1 | 0.2 | -1 | -1 | -3 | 2 | -1 | 5 | -8
C/C(N)=C(/C#N)C(=O)CSc1ncnc2ccccc12 | -2 | 5 | -0.4 | -6 | -3 | 7 | 8 | -3 | -9 | -5
C/C(=N/N=C1\SCC(=O)N1c1ccccc1)c1ccc(C)cc1 | -3 | 3 | 0.3 | -1 | -4 | -4 | 1 | -1 | 0 | 1
COc1ccccc1OCCn1cc(/C=N/NC(N)=S)c2ccccc21 | -3 | 5 | -0.7 | 10 | 4 | -13 | -8 | -5 | 6 | 1
NS(=O)(=O)c1cccc(NC(=O)c2cccnc2Oc2ccccc2)c1 | 1 | 6 | 0.0 | -2 | -3 | -2 | -3 | -2 | 1 | -6
NCC(O)COCCC12CC3CC(CC(C3)C1)C2 (stereo unspecified) | 0 | -5 | -0.3 | -5 | -4 | -3 | -6 | 2 | 2 | -1
O=C(Nc1cccc(S(=O)(=O)Nc2ccc(Cl)cc2)c1)c1ccc(Cl)nc1 | 5 | 14 | 0.0 | 12 | 8 | -14 | 1 | 8 | 5 | -4
COc1ccc(Cl)cc1N(C)C(=O)CCNC(=O)Cn1cnc2ccccc2c1=O | 0 | 4 | -0.2 | -1 | 1 | 4 | -4 | -3 | 1 | 4
COc1ccc(N(CC(=O)NC(C)(C)C)C(=O)c2ccco2)cc1 | 1 | 6 | -0.5 | 6 | -5 | -2 | 1 | -3 | -2 | -1
O=[N+]([O-])c1cc(S(=O)(=O)Nc2cccc(Cl)c2)ccc1N/N=C/c1ccc(N2CCOCC2)cc1 | 1 | 0 | -0.4 | -9 | -9 | -6 | -7 | 3 | 0 | -4
O=C(Nc1nnc([C@@H]2C[C@H](O)[C@@H](CO)O2)s1)Nc1cccc2c1CCCC2 | 3 | 2 | -0.9 | -7 | 0 | -3 | 4 | 2 | -1 | -3
COc1ccccc1C(CNC(=O)C(CCSC)NC(=O)c1ccccc1Cl)N1CCCC1 (stereo unspecified) | 0 | 6 | 0.0 | 5 | -3 | 7 | 1 | -3 | 2 | -4
O=C(CNC(=O)N1CC(=O)Nc2ccccc21)NCc1ccccc1 | 0 | 6 | -0.5 | -6 | -1 | -4 | -10 | -1 | 1 | 1
CSc1nc(Oc2ccc(=O)[nH]n2)nc(N(C)C)n1 | 9 | 21 | -0.2 | 18 | -2 | -17 | -6 | -2 | 7 | 2
O=c1[nH]cc(CCc2ccccc2)c(=O)[nH]1 | 0 | 3 | 0.0 | 5 | -2 | 2 | 0 | -4 | -2 | 4
Cn1c(=O)c2c(nc(OCC3COC(C)(C)O3)n2Cc2ccccc2F)n(C)c1=O (stereo unspecified) | -1 | 5 | -0.5 | 0 | 0 | 4 | -1 | 1 | 1 | -2
COc1cc(OC)cc(-c2nc(-c3ccccc3)no2)c1 | -1 | 6 | 0.1 | -1 | -2 | 1 | -5 | 1 | 3 | 1
Cc1nccc(-c2ccc(-n3cnc4ccccc43)cc2)n1 | -1 | 2 | 0.2 | 1 | 0 | -3 | 0 | 0 | -7 | -7
C=CCN(C(=O)CCC(=O)Nc1cc(C)on1)C(C(=O)NC1CCCC1)c1ccc(CC)cc1 (stereo unspecified) | 4 | 8 | 0.1 | 6 | 0 | 3 | 0 | 1 | 1 | -10
CC(=O)c1cccc(NC(=O)C2CCN(C(=O)c3cccs3)CC2)c1 | 2 | 4 | 0.5 | 10 | -2 | -1 | 2 | 6 | 1 | -6
COc1ccc(-c2nc(CS(=O)CC(=O)NC(C)CCc3ccccc3)c(C)o2)cc1OC (stereo unspecified) | 6 | -6 | -0.5 | 3 | -6 | 1 | 0 | 4 | 1 | -6
COc1ccc(OC)c(/C=C/C(=O)OCC(=O)Nc2ccc(Cl)c(S(=O)(=O)N(C)C)c2)c1 | -1 | 22 | -43 | 8 | -148 | 3 | 0 | -2 | i | i
COc1ccc(NC(=S)N2CCC(N(C)CCN3CCOCC3)CC2)cc1 | 5 | 8 | -1.4 | 4 | -4 | 4 | 9 | 7 | 9 | 2
CCCCN(CC)CCCNC(=O)c1cn(C)c2ccc(S(=O)(=O)N(C)C3CCCCC3)cc2c1=O | -1 | -2 | 0.7 | 5 | 0 | 5 | -6 | -5 | 3 | -4
O=C(CCC1CCCN(C(=O)CC2=CCCCC2)C1)N1CCN(c2ccccn2)CC1 (stereo unspecified) | -2 | 3 | 0.2 | -2 | -6 | 1 | 4 | -1 | -3 | 1

Among those listed so far, 2 contain a cyano group:
SMILES | UHRF1 MBD2 ctr | ARFGAP1 inhibitor | KLK7 zymogen act | ASAP1 inh | ADAM17 inh | DDE Tn6 FP inh | DDE Tn7 FP inh | MBD2 DNA inh | PLC-gamma1 inh | PLC-beta3 inh
N#Cc1ccc(NC(=O)COC(=O)C2CCC2)cc1 | 0 | -8 | -1.3 | 0 | -3 | 4 | 5 | 0 | -3 | 1
C/C(N)=C(/C#N)C(=O)CSc1ncnc2ccccc12 | -2 | 5 | -0.4 | -6 | -3 | 7 | 8 | -3 | -9 | -5

(listing goes on)
SMILES | UHRF1 MBD2 ctr | ARFGAP1 inhibitor | KLK7 zymogen act | ASAP1 inh | ADAM17 inh | DDE Tn6 FP inh | DDE Tn7 FP inh | MBD2 DNA inh | PLC-gamma1 inh | PLC-beta3 inh
CCc1nnc(SCC(=O)NC2CCCCC2)nc1CC | 0 | 1 | -0.6 | -10 | -5 | -6 | 1 | 1 | 1 | -1
CC1CCc2c(sc(NC(=S)NC(=O)c3ccccc3)c2C#N)C1 (stereo unspecified) | -3 | 0 | 0.5 | -7 | -3 | 5 | 0 | 2 | 0 | -3
O=C(OCC(=O)N1CCOCC1)c1cc(=O)[nH]c2ccccc12 | 0 | 1 | -33 | -6 | -31 | 1 | -8 | 1 | -98 | -148
CCC(C(=O)NCCCN1CCCC1=O)n1c2ccccc2c2nc(=O)cc(C)n21 (stereo unspecified) | 0 | 4 | 0.3 | 0 | -6 | -3 | 3 | -5 | -2 | -16
CC(C)CNC(=O)CCc1nc(-c2ccccc2)no1 | -1 | 2 | -0.1 | 4 | -4 | -7 | 0 | 1 | -4 | -7
Cc1ccc(S(=O)(=O)N2CCN(c3ncccn3)CC2)cc1C | 1 | -5 | -0.1 | 3 | 1 | 1 | 4 | 0 | 4 | -1

Source: PubChem (The Scripps Research Institute Molecular Screening Center)
